AID inh: activation induced cytidine deaminase inhibition | Q9GZX7 | AID 1347428 | AID deamination FRET fluorescence, UDG-coupled, 4 h | hit rate 0.32% among 91,000 | Potency, µM (series often up to 115 µM), for inactives: at the highest dose activity change, negative = inhibition, actives largely listed as inhibitors; note: nearly all actives have a fitted effect of over 25% in size
Target sequence (Q9GZX7 whole entry, looked up): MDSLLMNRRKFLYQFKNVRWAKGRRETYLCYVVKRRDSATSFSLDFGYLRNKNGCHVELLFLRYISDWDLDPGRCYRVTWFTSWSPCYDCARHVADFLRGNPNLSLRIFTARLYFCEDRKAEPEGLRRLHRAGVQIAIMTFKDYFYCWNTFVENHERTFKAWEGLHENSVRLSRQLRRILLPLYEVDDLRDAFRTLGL
UDG counter: UDG inhibition counter-screen; AID 1347430; hit rate 0.14% among 91,000; Potency, µM (doses to about 115 µM), for the others: top-dose activity change, negative = inhibition, actives largely listed as inhibitors; FRET deamination/UDG coupled assay, UDG read, 4 h; note: nearly all actives have a fitted effect of over 65% in size
* = called active by the depositor; ? = inconclusive; [ ] = another dose, or the depositor's remark. Calls come from the whole dose curve; as a rule, active = well fitted curve in the direction sought with a large enough effect; inconclusive = small, poorly fitted or top-dose-only effect, or another doubt; inactive = no such curve, though single readings can be large; an effect the other way counts as inactive or inconclusive. % is set by controls: 0 for no effect and ±100 for the full control effect; potency is the fitted concentration of half-maximal effect.

SMILES | AID inh | UDG counter
O=c1oc2cc(O)ccc2cc1-c1nnc(Nc2ccc(Cl)cc2)s1 | ? | -7%
CCSc1nc(N2CCCCC2)c2c(c1C#N)CCCC2 | -11% | 4%
CN(C)c1ccc(CNC(=O)CCn2c(=O)c3cccn3c3ccc(F)cc32)cc1 | 2% | 5%[57.5 µM]
N#Cc1c(-c2ccccc2)cc(-c2cccs2)nc1SCCS(=O)Cc1ccc(Cl)cc1 (stereo not given) | 9% | 4%
COc1ccc(-c2nc3sc(CCNC(=O)C(C)(C)C)c(C)n3n2)cc1 | ? | -12%
CCCOc1ccc(NC(=O)CC2C(=O)N(c3ccccc3)C(=O)N2Cc2ccco2)cc1 (stereo not given) | 3% | 3%[57.5 µM]
CCOc1ccccc1OCc1nn2c(C(C)(C)C)nnc2s1 | 1% | 7%
Cn1cc(C(=O)O)c(=O)c2cc(S(=O)(=O)N3CCOCC3)ccc21 | ? | -27%
CCN(CC)C(=O)Cn1c(=O)cc(C)c2c(C)nn(C)c21 | -2% | 1%
O=C(Nc1cccs1)Nc1cc(C(F)(F)F)ccc1Cl | -4% | -6%
Cc1oc2ccc(O)c(CN3CCCCC3C)c2c1C(=O)Nc1ccccc1 (stereo not given) | -4% | 0%
COc1cccc(NC(=O)c2ccc(-c3nc(COc4ccccc4)c(C)o3)cc2)c1 | -22% | -2%
O=C(CN1C(=O)COc2ccc(S(=O)(=O)N3CCOCC3)cc21)Nc1ccc(F)c(Cl)c1 | 25% | -4%[57.5 µM]
COc1ccc(CNC(=O)Cc2c(C)c3c(cc(C)c4c(C)c(C)oc43)oc2=O)cc1 | -2% | 1%
Fc1ccc(-c2csc(Nc3ccccc3)n2)cc1 | -8% | -8%
COc1cc(OC)cc(C(=O)Nc2nc(-c3nnn(-c4ccc(C)cc4)c3C)ns2)c1 | 0% | 4%
COc1cc(OC)c(NC(=O)Cn2nc(C)n3cccc3c2=O)cc1Cl | -5% | -5%
NC(=O)NC(=O)CN1CCCC(c2nc3ccccc3o2)C1 (stereo not given) | 6% | 0%
CC(NC(=O)/C(=C/c1cccc(Br)c1)NC(=O)c1ccco1)C(=O)O (stereo not given) | 0% | -9%
O=C(NCCc1ccc(C(F)(F)F)cc1)C1CC2CCCC(C1)C2=O (stereo not given) | -3% | -4%
Cc1cc2n(n1)C(c1cc(C(C)(C)C)c(O)cc1O)Nc1ccccc1-2 (stereo not given) | 1%[57.5 µM] | -7%[57.5 µM]
CN(C)C(=O)Nc1ccc2c(c1)CCC2 | -4% | -2%
Cc1ccccc1CNS(=O)(=O)c1csc(C(N)=O)c1 | 9% | 4%
CC(CNC(=O)CCC1CCCC1)NC(=O)CCC1CCCC1 (stereo not given) | -4% | -6%
CCCCc1ccc(NC(=O)c2nccnc2N)cc1 | -19% | -16%
COc1ccc(-c2ccc(NS(=O)(=O)c3ccc(F)c(C(F)(F)F)c3)cc2)nn1 | 6% | -8%
CCOC(=O)Cn1c(=O)c2c3c(sc2n(CCN(C)C)c1=O)COC(C)(C)C3 | -1% | 5%
Cc1cc(/C(=N\O)C(C)(C)NO)ccc1Cl | -4% | -6%
Cc1nc(/C=C/C(=O)N(C)Cc2cccs2)cs1 | -2% | 10%
CCOc1ccc(OCC)c(NC(=O)c2cnn(-c3ccc(F)cc3)c2C2CCN(C(=O)OC(C)(C)C)CC2)c1 | ? | -24%

Taken from above for reference:
SMILES | AID inh | UDG counter
CCCCc1ccc(NC(=O)c2nccnc2N)cc1 | -19% | -16%
COc1ccc(-c2ccc(NS(=O)(=O)c3ccc(F)c(C(F)(F)F)c3)cc2)nn1 | 6% | -8%
CCOC(=O)Cn1c(=O)c2c3c(sc2n(CCN(C)C)c1=O)COC(C)(C)C3 | -1% | 5%
Cc1cc(/C(=N\O)C(C)(C)NO)ccc1Cl | -4% | -6%
Cc1nc(/C=C/C(=O)N(C)Cc2cccs2)cs1 | -2% | 10%
CCOc1ccc(OCC)c(NC(=O)c2cnn(-c3ccc(F)cc3)c2C2CCN(C(=O)OC(C)(C)C)CC2)c1 | ? | -24%

Carrying on:
SMILES | AID inh | UDG counter
O=C(Nc1ccc(-c2nnnn2C2CC2)cc1)C1CCCC1 | -3% | -6%
CCN1CCN(CCNC(=O)CCn2ccc3cc(S(=O)(=O)N4CCCCC4)ccc32)CC1 | -8% | -5%
CC1CCN(c2nc3ccccc3nc2C(F)(F)F)CC1 | ? | -11%
O=C(NCCc1ccc(F)cc1)c1cc2ccccc2[nH]1 | 10% | -1%
COc1ccc(-c2nnc(C3CCN(S(=O)(=O)c4cccc(Cl)c4)CC3)o2)cc1 | ? | -1%
COc1cc2c(cc1OC)C(COc1ccccc1OC)N(C(=O)c1ccc(S(=O)(=O)N3CCCC3)cc1)CC2 (stereo not given) | 46%[activator] | -10%
CC(C)(C)OC(=O)N1CCC(c2c(C(=O)Nc3cccc(C(F)(F)F)c3)cnn2-c2ccc(F)cc2F)CC1 | 20% | -7%
Cc1cccc(NS(=O)(=O)c2ccc(-c3cnc(C4CC4)o3)cc2)c1 | -10% | 4%
Cc1cccc(NS(=O)(=O)c2ccc(NC(=O)N3CCCC3)cc2)c1 | 5%[57.5 µM] | 1%[57.5 µM]
COc1ccc(C(=O)/C=C/c2ccc(C)cc2)c(OC)c1 | -14% | -1%
Cc1ccc(NC(=O)c2cc(C)nn2-c2ccccc2)cc1 | 5% | -7%
Cc1ccc(CC2CC(=O)N(c3ccc4ccccc4n3)C2=O)cc1 (stereo not given) | 1% | 2%
Cc1ccccc1OC(=O)CSc1nnc(-c2ccc(F)cc2)o1 | 6% | 58%[activator]
COc1ccc(-c2nnc(CN3CCCC3c3cccn3C)o2)cc1 (stereo not given) | 3% | -1%
CCc1ccc(NC(=O)CN2C(=O)C(c3ccc(Cl)cc3)=NC23CCCCC3)cc1 | ? | -19%
CCOCCCN(C(=O)Nc1ccc(Cl)cc1)C1CCN(C(C)=O)CC1 | 6% | 6%
CC(CNC(=O)C1CCN(C(=O)N2CCOc3ccc(Cl)cc32)CC1)c1ccccc1 (stereo not given) | -27% | -5%
CC(C)(C)OC(=O)NCC(=O)O | -1% | 13%
CN(C(=O)COC(=O)c1csc(NCc2ccccc2)n1)c1ccccc1 | -8% | 3%
CCCS(=O)(=O)c1ncc(Cl)c(C(=O)Nc2scc(-c3ccccc3)c2C(=O)OCC)n1 | -16% | -14%

Random excerpt: 2 compounds from above.
SMILES | AID inh | UDG counter
Cc1ccc(CC2CC(=O)N(c3ccc4ccccc4n3)C2=O)cc1 (stereo not given) | 1% | 2%
COc1ccc(-c2nnc(CN3CCCC3c3cccn3C)o2)cc1 (stereo not given) | 3% | -1%

The results go on.
SMILES | AID inh | UDG counter
COC(=O)c1ccccc1NC(=O)c1cnn(-c2ccc(F)cc2)c1-n1cccc1 | 21% | -1%
CCOc1cccc(C(=O)Nc2cc(C)c(O)c(-c3nc4ncccc4o3)c2)c1 | 233%[activator] | 2%
CCOC(=O)c1nnn(CC(=O)Nc2cc(C)cc(C)c2)c1C(=O)OCC | -3% | 43%[activator]
NS(=O)(=O)c1cccc(NC(=O)c2cn(Cc3ccccc3)nc2-c2ccccc2)c1 | 1% | -2%
O=C1CCCC2=C1C(c1cc(Cl)c(O)c(Cl)c1)C1=C(CCCC1=O)O2 | -2% | 3%
Cc1ccc(NC(=O)c2ncoc2-c2ccco2)cc1Cl | -1% | ?
C/C(=N\O)c1cccs1 | 1% | -1%
CCOC(=O)c1ccccc1NC(=O)CSc1nc2cn(CC)nc2c(=O)n1Cc1ccc(Cl)cc1 | -9% | -13%
O=S(Cc1ccccc1)Cc1cccc(C(F)(F)F)c1 (stereo not given) | -7% | 10%
Cc1nn(C)c2c1c(-c1ccccc1)cc(=O)n2C(C)C(=O)NCCc1ccc(Cl)cc1 (stereo not given) | ? | ?

3 compounds out of the list, arranged by heavy-atom count, ascending:
SMILES | AID inh | UDG counter
O=C1CCCC2=C1C(c1cc(Cl)c(O)c(Cl)c1)C1=C(CCCC1=O)O2 | -2% | 3%
COC(=O)c1ccccc1NC(=O)c1cnn(-c2ccc(F)cc2)c1-n1cccc1 | 21% | -1%
NS(=O)(=O)c1cccc(NC(=O)c2cn(Cc3ccccc3)nc2-c2ccccc2)c1 | 1% | -2%

Returning to the listing with the 2 entries that preceded the break.
SMILES | AID inh | UDG counter
O=S(Cc1ccccc1)Cc1cccc(C(F)(F)F)c1 (stereo not given) | -7% | 10%
Cc1nn(C)c2c1c(-c1ccccc1)cc(=O)n2C(C)C(=O)NCCc1ccc(Cl)cc1 (stereo not given) | ? | ?
Cc1nc(SCc2csc(Cc3ccc(Cl)cc3)n2)sc1CC(N)=O | -4% | -8%
Clc1ccc(-c2cnc(-c3ccncc3)o2)cc1 | -6% | -8%
CCOCCCn1c(=N)c(C(=O)NCc2ccccc2)cc2c(=O)n3ccccc3nc21 | -12% | -1%
COc1ccc(-c2cccc(NS(=O)(=O)c3ccc(C)s3)c2)nn1 | 37%[activator] | 9%
COc1cc(NC(=O)CSc2nc3nc(C)c(Cc4ccc(C)cc4)c(C)n3n2)cc(OC)c1 | ? | -15%
CC(=O)Nc1ccc(NC(=O)C(NC(=O)C2CCC(C)CC2)C(C)C)cc1 (stereo not given) | 34%[activator] | -6%
O=C(Nc1ccccc1C(=O)OCc1cc(=O)n2nc(C3CC3)sc2n1)c1cccc(Cl)c1 | -25% | -16%
Cc1ccc(NC(=O)C(Cc2c[nH]c3ccccc23)NC(=O)OCC(C)C)cc1 (stereo not given) | -12% | -13%
COc1ccccc1/C=C/c1nc(C#N)c(NCCc2ccccc2)o1 | ? | -19%
Cc1ccc(NC(=O)C2CCCN(c3nc4ccccc4s3)C2)c(C)c1 (stereo not given) | 9% | 1%
O=C(COc1ccc2oc3c(c2c1)CCCC3)Nc1ccc(Br)cc1 | -8% | 2%
COc1ccccc1CNc1nc(-c2ccco2)nn1C(=O)c1cc(OC)c(OC)c(OC)c1 | -1% | -8%
COc1ccccc1-c1cc(C(=O)Nc2cc(OC)c(OC)c(OC)c2)no1 | -7% | 7%
CC1CC1C(=O)NCCC(=O)Nc1cccc(C#N)c1 (stereo not given) | 2% | 0%
Cc1ccc(C)c(S(=O)(=O)c2nnn3c2nc(NC2CCCC2)c2sccc23)c1 | ? | ?
CCCS(=O)(=O)N1CC(=O)N(c2cc(C)cc(C)c2)C(C)(C(=O)NC2CCCCCC2)C1 (stereo not given) | -6% | 2%
CCc1ccc(NC(=O)c2sc3nc4c(cc3c2N)CN(CC)CC4)cc1 | 145%[activator] | -4%
Cc1cc(-c2ccc(NC(=O)CC#N)c(C)c2)ccc1NC(=O)CC#N | 45%[activator] | 4%
COCCn1cnnc1SCc1nc2cc(Cl)ccc2n1Cc1ccccc1 | -9% | 2%
O=S(=O)(c1ccc2ccccc2c1)n1nc(-c2ccco2)nc1NCc1ccc(F)cc1 | 57%[activator] | -9%
COC(=O)c1ccc(COC(=O)/C=C/c2ccc(OCC#N)c(OC)c2)cc1 | 2% | -3%
N#C/C(=C\c1cccn1-c1ccccc1)c1ccccc1 | -10% | -8%
Cc1ccc(NC(=O)CCn2nc(C)c(S(=O)(=O)N3CCCCC3)c2C)cc1Cl | 1% | -6%
COc1cccc(-n2c(SCC(=O)Nc3cccc(Cl)c3)nc3c(oc4ccccc43)c2=O)c1 | 2% | 6%
COc1ccc(CNS(=O)(=O)c2cc3c(cc2C)N(C)CCO3)cc1 | 3% | 2%
Cc1ccc(COc2ccccc2C2C3=C(CC(C)(C)CC3=O)OC3=C2C(=O)CC(C)(C)C3)cc1 | ? | -6%
CCC(C)NC(=O)C1=Cc2sc3c(c2CS1)CCCC3 (stereo not given) | 8% | -20%
CCCCn1c(=O)[nH]c(=O)c2c1nc(CN1CCN(S(=O)(=O)c3ccc(C)cc3)CC1)n2C | 0% | -5%

An excerpt, so the mix of outcomes need not match the whole.
